# CCT chaperon mod – changes cytosolic chaperonin activity; 0.3% of 360,000 active; activity change, % (test concentration not listed), hits read low; AID 651819; purified chaperonin ATPase assay, HTRF ADP detection, 30 min; in the data active = activity change below about -30%; note: % is set by controls: 0 for no effect and ±100 for the full control effect
#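 Enzyme 40 or 20 nM (batch-dependent) in Tris pH 7.4/KCl/MgCl2/DTT; cpd 76 uM single point; ATP 10 uM; 30 min 37 °C; Transcreener ADP HTRF detection, 30 min RT; ratio 665/615.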
# Mm-Cpn inhibitor – blocks the Methanococcus maripaludis chaperonin Mm-Cpn; AID 504842; 0.031% of 330,000 active; purified Mm-Cpn ATPase, ADP Transcreener TR-FRET; Potency, µM (doses to about 76.9 µM), without a hit: at the highest dose activity, negative = inhibition, actives largely listed as inhibitors; note: potency is the fitted concentration of half-maximal effect; % is set by controls: 0 for no effect and ±100 for the full control effect; nearly all actives have a fitted effect of over 80% in size
#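 ATPase turnover read by TR-FRET ADP competition (Eu cryptate antibody/ADP-d2, 665/590 nm): 10uM ATP final, 25nM Mm-CPN final, 30 min 37degC after 10-min compound preincubation, pH 7.4 Tris/KCl/MgCl2/DTT buffer.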
# EPAC2 ag – activates human EPAC2 exchange factor; Q8WZA2; EPAC2 activation, biochemical qHTS; response scale: 100% = 6.5 mM cAMP response; Potency, µM (series often up to 154 µM), without a hit: top-dose activation, hits mostly activators; 0.079% of 360,000 active; AID 720711; note: potency is the fitted concentration of half-maximal effect; nearly all actives have a fitted effect of over 50% in size
#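 Exchange assay: 100 nM EPAC2 with 250 nM Rap1B-BODIPY-GDP and 50 uM GDP. Fluorescence (ex 480/em 540 nm) read every 5 min for 30 min at room temperature. Data normalized to 6.5 mM cAMP as agonist control.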
# EPAC2 antag – blocks human EPAC2 exchange factor | EPAC2 GEF exchange of Rap1B-BODIPY-GDP, fluorescence | Potency, µM (doses to about 114 µM), inactives show at the top dose activity, negative = inhibition, most hits filed as inhibitors | 0.18% of 360,000 active; note: potency is the fitted concentration of half-maximal effect; % is set by controls: 0 for no effect and ±100 for the full control effect; nearly all actives have a fitted effect of over 45% in size; many of its hits are not listed in these tables
# PTHR1 ag – PTHR1 (human) receptor agonism; Potency, µM (doses to about 115 µM), inactives show at the top dose activation, most hits filed as activators; Q03431; 0.075% of 410,000 active; HEK293 GP2 PTHR1 cells, GloSensor cAMP luminescence, 1 h; note: potency is the fitted concentration of half-maximal effect; nearly all actives have a fitted effect of over 55% in size; some results filed as inactive show a strong effect at the top dose; inactives centre near -15; many of its hits are not listed in these tables
# Target sequence (Q03431 whole entry, looked up): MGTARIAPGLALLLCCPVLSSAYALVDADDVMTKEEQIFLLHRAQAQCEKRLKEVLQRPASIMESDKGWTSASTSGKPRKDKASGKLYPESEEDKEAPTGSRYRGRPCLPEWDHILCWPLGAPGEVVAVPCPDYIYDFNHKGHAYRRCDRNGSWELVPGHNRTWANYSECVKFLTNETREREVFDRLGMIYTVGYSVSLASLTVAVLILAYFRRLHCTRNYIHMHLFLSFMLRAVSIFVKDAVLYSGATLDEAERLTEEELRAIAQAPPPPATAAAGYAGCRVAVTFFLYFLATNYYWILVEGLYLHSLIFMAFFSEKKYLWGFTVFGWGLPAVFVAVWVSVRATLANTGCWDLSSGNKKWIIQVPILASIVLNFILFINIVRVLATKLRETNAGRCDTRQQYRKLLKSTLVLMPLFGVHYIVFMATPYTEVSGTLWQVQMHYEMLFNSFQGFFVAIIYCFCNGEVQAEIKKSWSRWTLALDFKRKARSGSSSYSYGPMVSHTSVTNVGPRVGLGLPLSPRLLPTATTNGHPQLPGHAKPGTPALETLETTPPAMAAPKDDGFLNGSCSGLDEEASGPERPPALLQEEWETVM
#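 HEK-293-derived GP2 cells expressing PTHR1 and a GloSensor cAMP reporter, 3,000/well, plated overnight, given luciferin plus IBMX (each 0.5 mM as added) for 1 h at 37 °C, then compound for 1 h at 37 °C. Luminescence was read after 15 min at room temperature.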
# pAkt inh – blocks phosphorylation of Akt; Neuro2A IGF-stimulated pAkt S473 HTRF, 20 min; active compounds read low; activity change, % for hits at 50 µM; 0.32% of 360,000 active; AID 651550; in the data active = activity change below about -80%; inconclusive = mostly about -51% to -80%; note: % is set by controls: 0 for no effect and ±100 for the full control effect
#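 Single-point screen (50 µM final compound) in Neuro2A cells stimulated 20 min with 6 nM IGF at 37 deg C. After lysis, Ser473-phosphorylated Akt read by HTRF (ex 330 nm, em 615/665 nm) as the 665/615 ratio.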
# D3 ag – agonists of human D3 dopamine receptor | D3R DiscoveRx beta-arrestin cells, luminescence, 90 min | max activation, % | P35462 | 0.58% of 410,000 active | AID 652048; in the data active = max activation above about 30%; note: 0% is about no effect; mostly tested at two doses, the higher about 12 µM
# Target sequence (P35462 whole entry, looked up): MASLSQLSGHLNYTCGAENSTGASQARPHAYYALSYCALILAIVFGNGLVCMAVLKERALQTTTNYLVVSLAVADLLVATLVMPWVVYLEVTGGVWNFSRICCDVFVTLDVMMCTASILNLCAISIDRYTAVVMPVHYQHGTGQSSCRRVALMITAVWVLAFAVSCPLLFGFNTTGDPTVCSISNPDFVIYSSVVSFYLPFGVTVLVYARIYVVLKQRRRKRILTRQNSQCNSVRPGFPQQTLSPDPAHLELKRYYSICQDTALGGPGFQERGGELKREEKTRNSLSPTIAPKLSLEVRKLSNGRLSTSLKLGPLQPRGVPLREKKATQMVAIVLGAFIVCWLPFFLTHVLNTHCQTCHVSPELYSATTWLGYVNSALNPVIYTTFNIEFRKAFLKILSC
#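 Agonist mode: compounds and dopamine controls were applied to plated cells for 90 min at 37 degrees C after an overnight attachment at 1500 cells/well. Luminescent read-out followed 30 - 60 minutes at room temperature with DiscoveRx detection reagent.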
# DRD3 antagonist – blocks the human D3 dopamine receptor; 2.5% of 360,000 active; D3R cells, DiscoveRx beta-arrestin luminescence, antagonist mode; active compounds read low; max response, negative = inhibition, %; P35462; in the data active = max response below about -50%; inconclusive = no clear call, values can overlap the other calls; note: % is set by controls: 0 for no effect and ±100 for the full control effect; mostly tested at two doses, the higher about 12 µM
#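 Cells plated overnight at 1500 cells/well, then exposed to library compounds with dopamine controls for 90 minutes at 37 degrees C. DiscoveRx reagent added for 30–60 minutes at room temperature; luminescence read, quantitative HTS format.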
# Active calls of the source: *; i = inactive; ? = inconclusive; . = not tested or not shown; [ ] = dose if it differs, or a comment. Unless noted, calls come from the whole dose curve; as a rule, active = well fitted curve in the direction sought with a large enough effect; inconclusive = small, poorly fitted or top-dose-only effect, or another doubt; inactive = no such curve, though single readings can be large; an effect the other way counts as inactive or inconclusive. Only part of the results is shown; count on the stated rates, not on these rows.
SMILES,CCT chaperon mod,Mm-Cpn inhibitor,EPAC2 ag,EPAC2 antag,PTHR1 ag,pAkt inh,D3 ag,DRD3 antagonist
COC(=O)Cc1c(C)nc2nc(NCc3cccc([N+](=O)[O-])c3)[nH]n2c1=O,-2.2,1%,-3%,3%,-3%[57.5 µM],.,12,-4
O=C(COC(=O)COc1cc(Cl)c(Cl)cc1Cl)NC1CC1,-2.2,1%,10%,-10%,i,i,-3,15
Cc1ccc(S(=O)(=O)N2CCCC2)cc1C(=O)N1CCC(C)CC1,-0.2,-5%,5%,15%,-24%,i,0,1
CCC(=O)N1CCN(c2ccc(NC(=O)c3ccc(Br)o3)cc2)CC1,0.7,1%,6%,4%[57.1 µM],10%,i,1,-7
Fc1ccc(CN2CCCN(Cc3nc(-c4ccc5c(c4)OCO5)no3)CC2)cc1,-1.7,0%,22%,1%[57.1 µM],-5%,i,-5,0
CCCC(=O)Nc1ccc(S(=O)(=O)N2CCC(c3nc4ccccc4[nH]3)CC2)cc1,-1.8,1%,-9%,4%,i,i,-6,0
Brc1[nH]nc2ccccc12,0.9,0%,-8%,0%,3%[57.5 µM],i,-12,-10
O=C(C[C@@H]1C/C=C\C[C@@H](Cc2ccc(F)cc2)C(=O)OC[C@@H]2CCCN2C1=O)N[C@H](CO)Cc1ccccc1,0.0,3%,-13%,-13%,-28%,i,-5,-1
CCc1nc(C)ccc1OCC(=O)N1CCc2c([nH]c3ccccc23)C1c1ccccn1 (stereo not drawn),-1.6,1%,10%,-2%,i,i,-4,-18
COc1ccc(NC(=O)c2ccc(-n3cncn3)c([N+](=O)[O-])c2)cc1,-0.2,-6%,8%,12%,i,i,-6,-27
O=c1[nH]c(Cc2ccccc2Cl)nc2ccccc12,-1.0,2%,12%,9%,i,i,-8,-4
Cc1c(C(=O)N2CCOCC2)sc(NC(=O)c2ccc([N+](=O)[O-])cc2)c1C#N,0.1,0%,4%,0%,-52%[inhibitor],i,-1,?
CC(C)c1cccc(C(C)C)c1NC(=O)CN1C(=O)NC2(CCCCCCC2)C1=O,0.9,3%,-3%,3%,-29%,i,-4,-27
CC(C)CCNC(=O)c1ccc(OC2CCN(S(=O)(=O)N(C)C)CC2)cc1,0.5,5%,0%,-4%,-31%[inhibitor],i,-1,15
Cc1oc(-c2ccccc2)nc1C(=O)OCC(=O)NCc1ccc(F)cc1,0.8,.,-4%,6%,-13%,i,-5,18
COC(=O)COc1cc(=O)oc2ccc(NS(=O)(=O)c3ccccc3)cc12,-1.9,-2%,2%,-12%,i,i,-3,-8
O=C(CSc1nncc2ccccc12)Nc1ccc(C(=O)O)cc1,0.5,-3%,8%,-4%,28%,i,0,-17
CCN(CC)CCCNC(=O)c1oc2ccc3c(c2c1C)C(O)CC(C)(C)O3 (stereo not drawn),1.9,-2%,5%,17%,i,i,-6,-5
Cc1cc(C)cc(C(=O)NC2CC(C)(C)NC(C)(C)C2)c1,0.8,-3%,-1%,-1%,i,i,3,4
Cc1cc(NC(=O)Cn2nc(C(F)(F)F)c3c2CCC3)no1,-0.7,0%,1%,1%,?,i,-11,-5
O=C(Nc1ccc(C(=O)N2CCOCC2)cc1)c1cc(-c2cccnc2)nc2ccc(Cl)cc12,-0.3,0%,2%,-14%,i,i,2,3
COc1cccc(CC2(CO)CCCN(Cc3c(C)cc(C)cc3-n3cccn3)C2)c1 (stereo not drawn),0.8,0%,8%,-15%,-9%,i,2,-2
COc1ccc(CNC(=O)c2cc3c(=O)n4ccccc4nc3n(Cc3cccnc3)c2=N)cc1,0.2,-1%[15.4 µM],-81%[inhibitor],23%,?,.,9,30
O=C(CCl)N1CCN2C(=O)c3ccccc3C12c1ccc(Cl)cc1 (stereo not drawn),-2.5,1%,4%,-11%,-34%[inhibitor],i,-1,-29
CC(C)OCCCNC(=O)C1CC(=O)N(CCc2ccc(F)cc2)C1 (stereo not drawn),1.0,0%,8%,0%,14%,i,5,6
COc1ccc(CNc2nc3c(c(=O)n(Cc4ccc(F)cc4)c(=O)n3C)n2C)cc1,0.8,1%,4%,-3%,-18%[57.5 µM],i,5,55
CC(C)C(=O)N1CCC(CN=CC2=C(O)CC(C)(C)CC2=O)CC1,0.0,-5%,0%[15.6 µM],-16%,i,.,-1,2
CCC(=O)N1CCC(C)(C(=O)Nc2ccc3c(c2)OCCO3)C1 (stereo not drawn),0.0,.,0%,10%,-22%,i,2,-4
O=C(N/N=C/c1ccncc1)c1ccc(COc2cccc3cccnc23)cc1,-1.0,-3%,0%,-6%,-58%[inhibitor],i,1,-3
O=C(CCn1c(=O)[nH]c2ccccc2c1=O)N1CCN(c2cccc(C(F)(F)F)c2)CC1,2.8,0%,-3%,12%,-96%[inhibitor],i,2,49
Cc1nnc(N/N=C/c2ccc(-c3ccccc3F)o2)n1N,0.0,0%,4%,-4%,-25%,i,-19,-19
CCN(CC)c1ccc(/C=N/Nc2ccccc2)c(O)c1,0.1,-2%,1%,6%,12%[57.5 µM],.,23,-21
O=C1COc2ccc(S(=O)(=O)NCc3ccccc3)cc2N1,1.5,0%,6%,-8%,i,i,3,1
COc1ccc(Cn2ccnc2SCC(=O)NC2CCCCC2)cc1,-0.1,-3%,11%,8%,-36%[inhibitor],i,1,-8
Cc1cccc(C)c1OCc1cc(C(=O)N2CCNC(=O)C2)no1,-1.0,-8%,5%,2%,i,i,-5,-11
COc1ccc(CCNC(=O)c2cc3cc(Cl)ccc3nc2N)cc1OC,0.4,.,5%,19%,-68%[inhibitor],i,51*,-7
Cc1ccc(C(=O)SC2=NCCS2)cc1,2.7,-3%,8%,17%,i,.,13,-14
COc1ccc(C2=NOC(C(=O)N3CCN(C(=O)c4ccco4)CC3)C2)cc1OC (stereo not drawn),2.7,0%,6%,-11%,?,i,2,-20
CC(C)(C)c1ccc(S(=O)(=O)Nc2ccc(C(=O)N3CCCC3)cc2)cc1,-2.9,-4%,-6%,-5%,-56%[inhibitor],i,-19,-9
COc1cccc(-c2cc(=O)c3cc(NC(=O)c4ccc(N(C)C)cc4)ccc3[nH]2)c1,1.1,-2%,1%,-1%,24%,i,0,0
Cc1cc(N=Nc2ccc(Cl)cc2)cc(CN2CCOCC2)c1O,2.7,-2%,11%,4%,i,i,-16,-29
Cc1c(NC(=O)c2cnn3cccnc23)c(=O)n(-c2ccccc2)n1C,0.0,2%,8%,23%,-1%,i,4,4
CN1CCC(N(C)C(=O)c2cc(-c3ccc(F)cc3)nc3ccccc23)CC1,0.5,-2%,-2%,-7%,i,i,-1,23
COc1ccccc1Nc1nc(-c2c(C)[nH]c3ccccc23)cs1,-0.9,-9%,7%,5%,-13%,i,-6,-21
Cc1ccc(C(=O)CN(CCCC(N)=O)C(=O)c2ccncc2)cc1,-0.1,-1%,0%,6%,-24%,i,14,7
CC(C)CCn1c(=O)c2ccccc2n2c(CN3CCCC3)nnc12,0.0,-12%,-1%,3%,i,i,-5,13
CN(C)C(CNC(=O)c1cc(S(=O)(=O)N2CCOCC2)ccc1Cl)c1cccs1 (stereo not drawn),0.8,.,17%,4%,-28%,i,5,21
CC(C)(C)c1ccc(CC(=O)N2CCC2(C)C(=O)NS(=O)(=O)c2cccc(F)c2)cc1 (stereo not drawn),-2.9,.,-4%,-12%,-31%[inhibitor],i,-5,-11
CN(C)S(=O)(=O)c1ccc(C(=O)NCc2ccco2)cc1,0.6,0%,-1%,-1%,-1%,i,5,-1
COc1ccc(NC(=O)CC2COc3ccccc3O2)c(OC)c1 (stereo not drawn),-2.3,2%,5%,-2%,-13%[57.5 µM],i,-2,29
CC(C)(C)[C@@H]1C=C(C(=O)Nc2ccccc2)O[C@H](OCc2ccc(CO)cc2)C1,-0.1,.,8%,-19%,0%,i,-1,2
C=CCN(C(=O)CNS(=O)(=O)c1ccccc1)C(C(=O)NCCOC)c1ccncc1 (stereo not drawn),4.0,-1%,-2%,9%,-4%[57.5 µM],i,2,3
COc1ccc(OC)c(-n2cc3c(=O)n(C)c(=O)n(C)c3c2)c1,-1.9,0%,6%,-11%,i,i,-4,-18
CCOc1ccccc1NC(=O)CCC(=O)O,-1.4,2%,3%,12%,-9%[57.5 µM],i,6,15
NS(=O)(=O)c1ccc(NC(=O)/C=C/c2cn(-c3ccccc3)nc2-c2cccc(Cl)c2)cc1,-15,?,4%,8%,i,i,-3,-1
CCn1cc(C(=O)NN)c(=O)c2cc(F)c(NC3CCCCC3)cc21,-1.7,-1%,9%,2%,i,i,-11,2
CCCn1cc(CN2CCC(C(=O)Nc3cccc(-c4cscn4)c3)CC2)c(C)n1,-2.1,2%,8%,-7%,i,i,-10,-18
CCN(CC)S(=O)(=O)c1cc(-c2nnc(-c3ccc(Br)cc3)o2)ccc1Br,1.4,0%,15%,-2%,-16%,i,-10,-65*
COc1ccc(C2C3=C(CC(C)(C)CC3=O)Oc3ncn4nc(-c5ccccc5)nc4c32)cc1 (stereo not drawn),-11,.,12%,1%,-4%,i,-6,3
CC(=O)c1cccc(NC(=O)N2CCCC2C(=O)NCc2ccc(F)cc2)c1 (stereo not drawn),1.2,0%,12%,13%,-13%,i,6,7
COc1ccc(/C=C2\Oc3cc(OCC(=O)N4CC(O)C[C@H]4C(=O)O)ccc3C2=O)cc1OC (stereo partly drawn),-0.7,-3%,-3%,12%,-17%,i,-17,-19

# An excerpt from above in order of heavy-atom count, rising:
SMILES,CCT chaperon mod,Mm-Cpn inhibitor,EPAC2 ag,EPAC2 antag,PTHR1 ag,pAkt inh,D3 ag,DRD3 antagonist
COc1ccc(OC)c(-n2cc3c(=O)n(C)c(=O)n(C)c3c2)c1,-1.9,0%,6%,-11%,i,i,-4,-18
COc1ccc(NC(=O)CC2COc3ccccc3O2)c(OC)c1 (stereo not drawn),-2.3,2%,5%,-2%,-13%[57.5 µM],i,-2,29
Cc1ccc(C(=O)CN(CCCC(N)=O)C(=O)c2ccncc2)cc1,-0.1,-1%,0%,6%,-24%,i,14,7
COc1ccc(C2C3=C(CC(C)(C)CC3=O)Oc3ncn4nc(-c5ccccc5)nc4c32)cc1 (stereo not drawn),-11,.,12%,1%,-4%,i,-6,3
